From PubChem
FEN1 inh = human FEN1 inhibition; 390,000 compounds, 0.35% hits; Potency, µM (titrated, usually from 114 µM), for the others: top-dose activity change, negative = inhibition, most hits filed as inhibitors; Recombinant FEN1 flap cleavage, fluorescence, 15 min; P39748; note: nearly all actives have a fitted effect of over 65% in size
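Steps: FEN1 (10 nM) dispensed; compound added by pin tool; 15 min at room temperature; substrate added to 50 nM final; reads at 0 min and 15 min; data normalized and fitted (four-parameter Hill).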
N370S GC mod = inhibitors or activators of N370S glucocerebrosidase for Gaucher disease. P04062. N370S GC spleen homogenate, 4MU-glucoside fluorescence. Potency, µM (titrated, usually from 59.4 µM), for inactives: at the top dose activity change, negative = inhibition, most hits filed as inhibitors. 330,000 compounds, 0.092% hits;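 note: 0% = full enzyme activity and -100% = no enzyme basal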
KAT2A inh = inhibitors of human GCN5L2 histone acetyltransferase. Potency, µM (series often up to 58.9 µM), for inactives: at the highest dose activity change, negative = inhibition, hits mostly inhibitors. GCN5L2 HAT assay, ThioGlo1 CoA-SH fluorescence. 390,000 compounds, 0.21% hits
Target sequence (Q92830 whole entry, looked up): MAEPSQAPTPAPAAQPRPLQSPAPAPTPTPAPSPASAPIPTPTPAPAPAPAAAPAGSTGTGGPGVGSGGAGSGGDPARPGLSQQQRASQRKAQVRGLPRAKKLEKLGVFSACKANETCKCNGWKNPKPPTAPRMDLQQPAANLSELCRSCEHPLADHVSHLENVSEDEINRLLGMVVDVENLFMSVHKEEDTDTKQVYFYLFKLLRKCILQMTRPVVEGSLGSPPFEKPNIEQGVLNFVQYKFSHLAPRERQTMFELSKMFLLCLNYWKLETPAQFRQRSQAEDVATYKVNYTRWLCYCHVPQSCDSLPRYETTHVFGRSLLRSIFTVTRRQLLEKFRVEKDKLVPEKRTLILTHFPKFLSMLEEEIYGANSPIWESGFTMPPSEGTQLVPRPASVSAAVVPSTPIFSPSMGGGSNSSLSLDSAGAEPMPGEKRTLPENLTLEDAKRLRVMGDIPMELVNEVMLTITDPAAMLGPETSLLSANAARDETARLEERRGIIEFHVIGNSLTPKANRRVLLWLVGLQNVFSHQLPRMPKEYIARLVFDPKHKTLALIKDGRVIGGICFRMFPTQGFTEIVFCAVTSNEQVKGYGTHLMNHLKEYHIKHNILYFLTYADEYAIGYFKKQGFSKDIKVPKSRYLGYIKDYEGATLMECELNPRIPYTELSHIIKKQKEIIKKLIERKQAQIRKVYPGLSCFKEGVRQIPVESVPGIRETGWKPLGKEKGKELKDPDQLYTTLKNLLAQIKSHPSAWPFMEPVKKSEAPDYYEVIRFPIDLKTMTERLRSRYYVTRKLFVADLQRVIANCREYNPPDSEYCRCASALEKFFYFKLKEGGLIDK
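Compounds, pin-transferred from DMSO stocks, meet 20nM GCN5L2 for 15 min before the reaction begins with H3(1-25) peptide (75uM) and acetyl-CoA (70uM). Thiol-reactive ThioGlo1 reports CoA release over 20 min at room temperature.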
Active calls of the source: *; ? = inconclusive; · = not tested or not shown; & = joins results of further samples; [ ] = another dose, or the depositor's remark. Calls come from the whole dose curve; as a rule, active = well fitted curve in the direction sought with a large enough effect; inconclusive = small, poorly fitted or top-dose-only effect, or another doubt; inactive = no such curve, though single readings can be large; an effect the other way counts as inactive or inconclusive. Unless noted, % is set by controls: 0 for no effect and ±100 for the full control effect; potency is the fitted concentration of half-maximal effect.

SMILES | FEN1 inh | N370S GC mod | KAT2A inh
Cc1cc(C(=O)N/N=C/c2cccs2)n[nH]1 | -3% | 22% | -10%
Cc1cc(NS(=O)(=O)c2ccc(NC(=O)CSc3nc4sc(C)c(C)c4c(=O)[nH]3)cc2)no1 | -17% | 15% | 14µM*
O=[N+]([O-])c1cc(S(=O)(=O)N2CCOCC2)ccc1OCc1ccccc1C(F)(F)F | 0% | 1% | -2%
Cc1nc(C(=O)Nc2cccc(Cl)c2Cl)nn1-c1cc(OC(C)C)c(Cl)cc1Cl | 3% | -19% | -4%
Cc1cc2nc(/N=C(\N)NC(=O)C(C)C)nc(C)c2cc1C | -5% | -9% | -2%
COc1ccc2c(c1)c(N=NC(N)=S)c(O)n2CC(=O)c1ccccc1 | 6% | -11% | 6%
CCOC(=O)c1c(NC(=O)Nc2ccc(C)cc2)sc2c1CCN(C)C2 | -1% | 17% | 0%
O=C(N/N=C/c1cccs1)c1cc(C2CC2)nc2ccccc12 | 5% | -3% | 0%
COc1cccc(C2=NNC(=NCc3ccccc3)SC2)c1 | 7% | -10% | -4%
O=C(NC(Cc1ccccc1)C(=O)NC(Cc1ccccc1)C(=O)O)c1ccccc1 (stereo not drawn) | 0% | 11% | 1%
COc1ccccc1Cn1c(SCC(N)=O)nc2c(oc3ccccc32)c1=O | -4% | 2% | 2%
CCOC(=O)CN1CC23C=CC(O2)C(C(=O)O)C3C1=O (stereo not drawn) | -17% | -5% | -5%
O=C1Nc2ccccc2C(=O)N2[C@H](c3ccccc3)[C@@H]3C(=O)N(Cc4ccccc4)C(=O)[C@@H]3[C@H]12 | 7% | -6% | -1%
CC(=O)C12OC1CC1C3CCC4=CC(=O)CCC4(C)C3CCC12C (stereo not drawn) | -17% | -17% | 2%
Cc1ccc(C(=O)CSc2ccc(-c3ccncc3)nn2)cc1 | 12% | 3% | -4%
CC(C)C[C@H](NC(=O)N1CCn2c1nc1ccccc12)C(=O)NC1CCCCC1 | 15% | 2% | -5%
O=C(/C=C/c1ccccc1)Nc1nc2n(n1)C(c1ccc(F)cc1)C=C(c1ccccc1)N2 (stereo not drawn) | 14% | · | 2%
CCS(=O)(=O)N1CCN(S(=O)(=O)c2ccc(S(=O)(=O)NC3CC3)cc2)CC1 | -13% | -2% | -5%
COc1ccc(N2CCN(Cc3nc(-c4ccc(Cl)cc4Cl)no3)CC2)cc1 | -1% | 6% | -9%
CCOc1cc(CN2CCN(CCOCCO)CC2)ccc1OC | -2% | -2% | -3%
O=C(c1ccc(Cl)c(S(=O)(=O)N2CCCCCC2)c1)N1CCOCC1 | -4% | 1% | -7%
Cc1cccc2sc(NC(=O)CSc3nc4ccccc4o3)nc12 | -1% | -14% | -10%
Cc1nc(SCC(=O)Nc2nc3ccccc3s2)n[nH]1 | -14% | 3% | -9%
NC(=O)c1cc(S(=O)(=O)NCCc2ccccc2)cs1 | -5% | -4% | -2%
CCN(CC)C(=O)CSc1nnc2c3ccccc3n(C)c2n1 | ? | 2% | -1%
CCOc1ccc(C2C(C(=O)/C=C/c3ccco3)=C(O)C(=O)N2CCN2CCOCC2)cc1OC (stereo not drawn) | 2% | -2% | -12%
CC(C)(C)NC(=O)NC(=O)CSc1ccc(S(=O)(=O)N2CCOCC2)cn1 | 15% | · | -3%
Cc1ccc(/C=C/C(=O)NC2CCCCCCC2)o1 | -5% | ? | ?
Cn1c(=O)c(-c2cccs2)nc2cncnc21 | · | 5% | -18%
COc1ccc(Oc2c(C)oc3c(CN(C)C)c(O)ccc3c2=O)cc1 | 8% | 2% | 2%
COc1ccc(NC(=O)c2sc3nc4c(cc3c2N)CCCCCC4)cc1 | 1% | · | -26%
O=C(CN1C(=O)NC(c2ccccc2)(c2ccccc2)C1=O)N1CCCCC1 | -7% | · | -5%
CC(C)N1CC(C(=O)O)CC1=O (stereo not drawn) | 3% | 23% | -3%
Cc1c(N=Cc2cc3c(cc2Cl)OCO3)c(=O)n(-c2ccccc2)n1C | 5% | 7% | -2%
Cc1nc(SCC(=O)NCc2cccs2)nc(C)c1C | -2% | 25% | -7%
CC1CN(c2ccc([N+](=O)[O-])c(NCCOc3ccc(Cl)cc3)c2)CC(C)N1 (stereo not drawn) | ? | ? | -6%
CN(C)c1ncc2nc(-c3ccc(F)cc3)c(=O)n(Cc3ccc(F)cc3)c2n1 | · | -12% | -6%
CCOC(=O)CSc1nc(C)c2cc(OC)ccc2n1 | -3% | 26% | -2%
O=C(NCc1ccccc1Cl)c1ccc(CS(=O)Cc2ccc(Cl)cc2)o1 (stereo not drawn) | -6% | 3% | 1%
COc1cccc(/C=C2\SC(=O)N(CC(=O)NC3C=CS(=O)(=O)C3)C2=O)c1 (stereo not drawn) | 8% | -6% | -4%
O=C(NC1CCCCCC1)c1ccc2c(=O)n3c(nc2c1)CCCCC3 | 7% | 14% | -5%[0.501 µM]
CC(=O)c1ccc(N2CCN(S(=O)(=O)c3cn(C)c(C)n3)CC2)cc1 | 1% | 0% | -20%
CCCNC(=O)COC(=O)c1ccc(S(=O)(=O)N2CCCC2)cc1 | 2% | -3% | -9%
COc1ccccc1/C=N/NC(=O)CC(=O)NCc1cccnc1 | 4% | 23% | 24%
COc1cc2ccccc2cc1C(=O)Nc1ccc2oc(-c3cccc(C)c3)nc2c1 | 0% | · | 17%
CCc1ccc(NC(=O)COC(=O)c2cccs2)cc1 | 9% | 12% | -3%
Cc1ccc(C)c(C(=O)COC(=O)C2CCN(c3ccc(C(F)(F)F)cn3)CC2)c1 | -6% | 5% | -28%
COc1cc(OC)cc(C(=O)N[C@H](C(=O)OCC(=O)NC(C)c2ccccc2)C(C)C)c1 (stereo partly drawn) | -3% | 2% | -4%
COc1ccc(C2=NS(=O)(=O)N(C)C(C(=O)N3CCCCC3)=C2)cc1OC | -7% | -5% | ?
CCCOc1ccccc1C(=O)NCCCC(=O)O | 25% | 3% | -3%
Further entries follow:
SMILES | FEN1 inh | N370S GC mod | KAT2A inh
O=C(Cn1cnc(S(=O)(=O)N2CCCC2)c1)Nc1ccccc1 | -13%&16% | -7% | -5%&20%
NC(=S)N/N=C/c1ccc2ccccc2c1 | 7% | 0% | -2%
COc1ccc(C(CC(=O)N2CCOCC2)c2c(OC)cc(OC)c3ccc(=O)oc23)cc1 (stereo not drawn) | 2%&-5% | -10%&14% | -2%
O=C(NCCN1CCOCC1)c1ccc(Cl)c([N+](=O)[O-])c1 | -2% | -1% | -5%
COc1ccc(C(=O)N2CCC3(CCN(C(=O)Nc4cccc(F)c4)CC3)CC2)cc1 | · | 3% | 9%
COC(=O)C1CC(=O)c2sccc2C1 (stereo not drawn) | -6% | -20% | 1%
COc1cccc(C(C2C(=O)CC(C)(C)CC2=O)C2C(=O)CC(C)(C)CC2=O)c1 | -6% | -4% | -2%
O=C(COc1ccccc1Cl)N(Cc1ccco1)Cc1ccco1 | 8% | · | -8%
Cc1ccc2nc(COc3ccc(Cl)cc3)cc(=O)n2c1 | 3% | 17% | -18%
O=C(CSc1ccccc1)N1CCN(S(=O)(=O)c2cccs2)CC1 | 16% | -1% | -11%
ONC(=Nc1ccccc1)c1ccccc1Cl | -9% | 5% | -8%
Cc1nc2c(-c3ccccc3)c(C)nn2c(C)c1CCC(=O)N1CCN(c2ccccc2)CC1 | -4% | · | -4%
CNS(=O)(=O)c1cccc(C(=O)OCC(=O)NC(C)CCc2ccccc2)c1 (stereo not drawn) | 2% | -11% | 0%
O=C1CC(N2CCN(S(=O)(=O)c3ccc([N+](=O)[O-])cc3)CC2)C(=O)N1c1ccccc1F (stereo not drawn) | -4% | · | 0%
CC1Cc2ccccc2N1C(=O)CSC1=NCCS1 (stereo not drawn) | 2% | -5% | -3%
COCc1c(C(=O)N/N=C(\C)c2ccc(Cl)s2)nnn1-c1nonc1N | -3% | -3% | -5%
Cc1nn(-c2ccc(C(=O)NCC(c3ccco3)N3CCCC3)cc2)c(C)c1Cl (stereo not drawn) | 19% | · | 0%
Nc1ccc(C(=O)Oc2ccc([N+](=O)[O-])cc2)cc1 | -11% | -14% | -2%
CSc1nc2sc3c(c2c(=O)n1-c1ccccc1)CCC(C(C)(C)C)C3 (stereo not drawn) | -6% | · | -7%
O=C1CSC(=Nc2ccccc2)N1 | -6% | -8% | ·
CCOc1cc(-c2noc(CCC(=O)NC3CCCCC3)n2)ccc1OC | -4% | -2% | 3%
CCOC(=O)c1sc(-c2ccccc2)cc1NC(=O)Nc1ccc([N+](=O)[O-])cc1 | -4% | -10% | 1%
C=CCn1c(SCC(=O)NNC(=O)Nc2ccc(C)cc2)nnc1-c1ccccc1 | -7% | 1% | 0%
COc1c(C)cc(C(=O)C2CCCN(C(=O)Cn3ccc(C)n3)C2)cc1C (stereo not drawn) | 3% | -1% | 2%
CC1CCC2(CC1)OCC1(CCC3(COC4(CCC(C)CC4)OC3)C1=O)CO2 (stereo not drawn) | -6% | 6% | -2%
CCOc1ccc(NC(=O)CN(C)C(=O)CCCOc2ccc(Br)cc2)cc1OCC | -6% | -22% | -2%
CCCCCCNC(=O)C(C#N)c1nc2ccccc2nc1N1CCOCC1 (stereo not drawn) | 3% | 4% | -2%
Cc1ccc(-c2cc(C(=O)N3CCN(c4ccc(F)cc4)CC3)c3ccccc3n2)o1 | 6% | -3% | -6%
C[C@@H](NCc1cc(Br)cc2[nH]c(=O)c(=O)[nH]c12)P(=O)(O)O | · | -12% | -5%
Cc1c(Cl)cccc1NC(=O)CSc1ncc2c(n1)-c1ccccc1N(C)S2(=O)=O | 22% | · | -2%
COC(=O)c1cccc(NC(=O)CSc2nc3cccnc3n2C)c1 | ? | -10% | -8%
CCOc1ccc(-n2c(=S)sc3c(=O)[nH]c(SCC(=O)C(C)(C)C)nc32)cc1 | -18% | 3% | -26%
O=C(Nc1ccccc1)C1=C[C@H](c2coc3ccccc3c2=O)C[C@H](OCc2ccc(CO)cc2)O1 | -11% | ? | -4%
O=C(NC1CCCC1)c1cccc(S(=O)(=O)N2CCOCC2)c1 | -15% | · | -3%
CCn1c(SCC(=O)N2CCC(C)CC2)nc2c(c1=O)SCC2 | 3% | 2% | -2%
Cc1ccc(C(=O)N2CCc3cc(CNS(=O)(=O)c4ccc(Cl)s4)ccc32)cc1 | -6% | · | -8%
COCCNC(=O)CN(c1ccccc1OC)S(C)(=O)=O | -5% | -4% | -1%
Cc1nnc(SCC(=O)Nc2nc3c(s2)CC(C)CC3)s1 (stereo not drawn) | -1% | 3% | -5%
COc1cc(/C=C/C(=O)OC(C)C(=O)c2ccccc2)cc(OC)c1OC (stereo not drawn) | -13% | 0% | -16%
CCC(C)N=Cc1c(NCc2ccco2)nc2c(C)cccn2c1=O (stereo not drawn) | -15% | 9% | 1%
NC(N)=NCCCCN=C(N)N | · | -3% | -1%
CC(C)(O)P(=O)(O)CCc1ccccc1 | -2% | -10% | -4%
COc1ccc(C2CC(c3ccc(OC)cc3OC(C)=O)=NN2C(=O)c2ccccc2)cc1 (stereo not drawn) | -18% | ? | -5%
Cc1ccc(NC(=O)C(C)C(=O)Nc2ccc(C)cc2)cc1 | -2% | -4% | -8%
Cc1cc(C)n2nc(-c3ccc(Cl)cc3)nc2n1 | 2% | · | 2%
N=C1SCC(=O)N1c1nc(-c2ccccc2)cs1 | 8% | 5%[12.8 µM] | -8%
COC(=O)c1scc(-c2ccc(C)cc2)c1S(=O)(=O)N1CCN(c2ccc(OC)cc2)CC1 | -2% | · | 2%

14 neighbouring compounds out of the list so far:
SMILES | FEN1 inh | N370S GC mod | KAT2A inh
O=C(NC1CCCC1)c1cccc(S(=O)(=O)N2CCOCC2)c1 | -15% | · | -3%
CCn1c(SCC(=O)N2CCC(C)CC2)nc2c(c1=O)SCC2 | 3% | 2% | -2%
Cc1ccc(C(=O)N2CCc3cc(CNS(=O)(=O)c4ccc(Cl)s4)ccc32)cc1 | -6% | · | -8%
COCCNC(=O)CN(c1ccccc1OC)S(C)(=O)=O | -5% | -4% | -1%
Cc1nnc(SCC(=O)Nc2nc3c(s2)CC(C)CC3)s1 (stereo not drawn) | -1% | 3% | -5%
COc1cc(/C=C/C(=O)OC(C)C(=O)c2ccccc2)cc(OC)c1OC (stereo not drawn) | -13% | 0% | -16%
CCC(C)N=Cc1c(NCc2ccco2)nc2c(C)cccn2c1=O (stereo not drawn) | -15% | 9% | 1%
NC(N)=NCCCCN=C(N)N | · | -3% | -1%
CC(C)(O)P(=O)(O)CCc1ccccc1 | -2% | -10% | -4%
COc1ccc(C2CC(c3ccc(OC)cc3OC(C)=O)=NN2C(=O)c2ccccc2)cc1 (stereo not drawn) | -18% | ? | -5%
Cc1ccc(NC(=O)C(C)C(=O)Nc2ccc(C)cc2)cc1 | -2% | -4% | -8%
Cc1cc(C)n2nc(-c3ccc(Cl)cc3)nc2n1 | 2% | · | 2%
N=C1SCC(=O)N1c1nc(-c2ccccc2)cs1 | 8% | 5%[12.8 µM] | -8%
COC(=O)c1scc(-c2ccc(C)cc2)c1S(=O)(=O)N1CCN(c2ccc(OC)cc2)CC1 | -2% | · | 2%
